Compound activity as filed in PubChem.
M. tuberculosis HTS = M. tuberculosis growth inhibition, HTS (AID 449762); inhibition, % at 25 µM, or IC50 in µM where a hit was titrated; hit rate 0.59% among 330,000; M. tuberculosis H37Rv growth inhibition, 7H9 media; higher % means a stronger effect; in the data active = a potency from the dose series; inconclusive = inhibition above about 70% without an active follow-up result;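 note: bacterial growth assessed after seven days of incubation; strong numbers were not always called active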
M. tuberculosis = growth inhibition of non-replicating M. tuberculosis (AID 488890) | Mycobacterium tuberculosis non-replicating, growth inhibition; higher % means a stronger effect | inhibition, % at 25 µM; hits with a dose series show IC50 in µM | hit rate 0.39% among 320,000; in the data active = a potency from the dose series; inconclusive = inhibition mostly from about 82% at the one dose, without a potency; inactive = the rest, 99 in 100 with inhibition below about 76%;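 note: plate controls were DMSO cells for no effect and high antibiotic wells for full effect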
PhoP GFP inhibition = PhoP regulon inhibitors, Salmonella typhi PhoP promoter GFP reporter, confirmatory (AID 1850); Salmonella Typhi PhoP-promoter GFP reporter, fluorescence, 4 h; higher % means a stronger effect; one-dose inhibition, % at 50 µM; IC50 in µM for titrated hits; hit rate 0.33% among 310,000; in the data active = a potency from the dose series; inconclusive = inhibition mostly from about 25% at the one dose, without a potency; inactive = the rest, 99 in 100 with inhibition below about 19%;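 note: 0% = induced wells with vehicle and 100% = uninduced wells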
H1N1 NS1A inhibition = H1N1 influenza NS1A inhibitors, functional cell based assay (AID 504329); inhibition, % at 12.5 µM; hits with a dose series show IC50 in µM; hit rate 0.3% among 340,000; NS1A functional cell-based assay, percent inhibition; higher % means a stronger effect; in the data active = a potency from the dose series; inconclusive = inhibition above about 27% without an active follow-up result; note: strong numbers were not always called active
VEEV TC-83 Vero = inhibitors of VEEV TC-83 cytopathic effect, confirmation, Vero cells (AID 588727). Vero cells, VEEV TC-83 cytopathic effect inhibition; higher % means a stronger effect. hit rate 0.13% among 350,000. inhibition, % at 20 µM, or IC50 in µM where a hit was titrated; in the data active = a potency from the dose series; inconclusive = inhibition mostly from about 14% at the one dose, without a potency; inactive = the rest, 99 in 100 with inhibition below about 12%; note: strong numbers were not always called active
* hit, by the source's call.

CCOC(=O)c1[nH]c2cc3c(cc2c1NC(=O)CN1CC(C)CC(C)C1)OCO3 (stereo not given) was read as M. tuberculosis HTS -2.7%, M. tuberculosis 5.1%, PhoP GFP inhibition -3.0%, H1N1 NS1A inhibition 3.8% and VEEV TC-83 Vero 1.3%.
CCOc1ccc(NS(=O)(=O)c2ccc(OCC(=O)N3CCCC3)cc2)cc1 was read as M. tuberculosis HTS -6.1%, M. tuberculosis 1.2%, PhoP GFP inhibition -8.3%, H1N1 NS1A inhibition -6.0% and VEEV TC-83 Vero inactive.
`O=C(COC(=O)COc1cccc(Br)c1)NCc1ccc2c(c1)OCO2` gave M. tuberculosis HTS 2.9%, M. tuberculosis -0.5%, H1N1 NS1A inhibition -19.1% and VEEV TC-83 Vero 0.9%.
`Cc1cc(C)cc(OCC(=O)OCC(=O)NC2CCCC2)c1` gave M. tuberculosis HTS 6.9%, M. tuberculosis 59.0%, H1N1 NS1A inhibition -9.2% and VEEV TC-83 Vero 0.8%.
COC(=O)CN(n1cnnc1)S(=O)(=O)c1ccc(C)cc1 was read as M. tuberculosis HTS -12.9%, M. tuberculosis -4.3%, PhoP GFP inhibition -4.3%, H1N1 NS1A inhibition 0.1% and VEEV TC-83 Vero 0.3%.
For O=C(c1cc(-n2cnnc2)ccc1Cl)N1CCN(c2nc(-c3ccccc3)cs2)CC1 the results were M. tuberculosis HTS 2.5%, M. tuberculosis 34.8%, PhoP GFP inhibition 9.6%, H1N1 NS1A inhibition 11.3% and VEEV TC-83 Vero 3.5%.
`COc1cccc(NC(=O)C(=O)NCCCn2ccnc2)c1` gave M. tuberculosis HTS -5.5%, M. tuberculosis -7.7%, PhoP GFP inhibition 0.2%, H1N1 NS1A inhibition -5.1% and VEEV TC-83 Vero 2.3%.
Screening CCN1CCN(C(=S)Nc2sc(C)c(-c3ccccc3)c2C(=O)OC)CC1 returned M. tuberculosis HTS inconclusive, M. tuberculosis 40.9%, PhoP GFP inhibition 2.3%, H1N1 NS1A inhibition 26.8% and VEEV TC-83 Vero 1.8%.
For Nc1nc(CSc2nc3ccccc3s2)nc(N2CCOCC2)n1 the results were M. tuberculosis HTS -5.5%, M. tuberculosis 15.6%, PhoP GFP inhibition 7.3%, H1N1 NS1A inhibition -20.9% and VEEV TC-83 Vero 7.7%.
`Cc1ccc2c(c1)N(CC(=O)NCc1ccco1)C(=O)C(C(C)C)O2` (stereo not given) gave M. tuberculosis HTS 3.2%, M. tuberculosis 4.4%, PhoP GFP inhibition 11.5%, H1N1 NS1A inhibition -14.1% and VEEV TC-83 Vero 0.4%.
For Cc1ccc(Cn2ccc(NC(=O)c3cc(-c4ccc(Cl)cc4)on3)n2)cc1 the results were M. tuberculosis HTS 3.7%, M. tuberculosis 24.9%, PhoP GFP inhibition 2.8%, H1N1 NS1A inhibition 1.3% and VEEV TC-83 Vero 0.1%.
For O=C1/C(=C\c2ccco2)SC(=S)N1c1ccc(O)cc1 the results were M. tuberculosis HTS 7.2%, M. tuberculosis inactive, PhoP GFP inhibition 6.8%, H1N1 NS1A inhibition 20.9% and VEEV TC-83 Vero 0.3%.
For CCOc1ccc(NS(=O)(=O)c2ccc3[nH]c(=O)c(=O)[nH]c3c2)cc1 the results were M. tuberculosis HTS -2.6%, M. tuberculosis 2.1%, PhoP GFP inhibition -5.1% and VEEV TC-83 Vero 5.1%.
`Cc1ccccc1OCc1nnc(SCC(=O)O)n1-c1cccc(Cl)c1` gave M. tuberculosis HTS -0.5%, M. tuberculosis 12.1%, PhoP GFP inhibition -7.1%, H1N1 NS1A inhibition -1.2% and VEEV TC-83 Vero 0.3%.
O=C(NNC(=S)NC(=O)c1ccccc1)c1cccc([N+](=O)[O-])c1 was read as M. tuberculosis HTS inconclusive, M. tuberculosis inconclusive, PhoP GFP inhibition 10.8%, H1N1 NS1A inhibition -20.7% and VEEV TC-83 Vero 2.1%.

As a working copy, 2 of the compounds above.
`Cc1ccccc1OCc1nnc(SCC(=O)O)n1-c1cccc(Cl)c1` gave M. tuberculosis HTS -0.5%, M. tuberculosis 12.1%, PhoP GFP inhibition -7.1%, H1N1 NS1A inhibition -1.2% and VEEV TC-83 Vero 0.3%.
O=C(NNC(=S)NC(=O)c1ccccc1)c1cccc([N+](=O)[O-])c1 was read as M. tuberculosis HTS inconclusive, M. tuberculosis inconclusive, PhoP GFP inhibition 10.8%, H1N1 NS1A inhibition -20.7% and VEEV TC-83 Vero 2.1%.

Carrying on.
`CCOC(=O)[C@H]1[C@H]2COc3ccc(Cl)cc3[C@@H]2N2C(=O)CN(Cc3ccc(F)cc3)C(=O)[C@@]12C` gave M. tuberculosis HTS 1.2%, M. tuberculosis -4.0%, H1N1 NS1A inhibition 5.4% and VEEV TC-83 Vero 8.2%.
For c1cncc(-c2csc(NCc3ccco3)n2)c1 the results were M. tuberculosis HTS -9.4%, M. tuberculosis 5.1%, PhoP GFP inhibition -5.0%, H1N1 NS1A inhibition 14.4% and VEEV TC-83 Vero 7.6%.
Screening CCOC(=O)c1c(-c2cccc([N+](=O)[O-])c2)csc1NC(=O)CCCOc1ccccc1OC returned H1N1 NS1A inhibition 16.2% and VEEV TC-83 Vero 7.6%.
`O=C(Nc1cccc(C(F)(F)F)c1)N1CCN(C(=O)Nc2cccc(C(F)(F)F)c2)CC1` gave M. tuberculosis HTS -6.7%, M. tuberculosis -5.8%, PhoP GFP inhibition -11.6%, H1N1 NS1A inhibition -5.0% and VEEV TC-83 Vero inactive.
`COCCn1c(=NC(=O)CCS(=O)(=O)c2ccccc2)sc2cc(C)ccc21` gave M. tuberculosis HTS -7.6%, M. tuberculosis 11.2%, PhoP GFP inhibition -1.7%, H1N1 NS1A inhibition 0.7% and VEEV TC-83 Vero 1.1%.
O=C(NC(=S)NCCc1ccc(Cl)cc1)c1ccco1 was read as M. tuberculosis HTS 3.7%, M. tuberculosis inconclusive, PhoP GFP inhibition -0.5%, H1N1 NS1A inhibition -8.8% and VEEV TC-83 Vero 0.3%.
Screening O=C(/C=C/c1cccc([N+](=O)[O-])c1)N(c1ccccn1)c1ccccn1 returned M. tuberculosis HTS 5.2%, M. tuberculosis 7.9%, PhoP GFP inhibition 11.7%, H1N1 NS1A inhibition -9.9% and VEEV TC-83 Vero inactive.
For O=C(OCC(=O)c1ccccc1Br)c1ccncc1 the results were M. tuberculosis HTS -2.3%, M. tuberculosis 11.0%, PhoP GFP inhibition 9.1%, H1N1 NS1A inhibition -6.5% and VEEV TC-83 Vero inactive.
O=C1/C(=C\c2ccncc2)N2CCC1CC2 was read as M. tuberculosis HTS 8.4%, M. tuberculosis 9.3%, PhoP GFP inhibition -5.0% and VEEV TC-83 Vero 0.4%.
For COc1cc2c(c(OC)c1OC)C(c1ccc(C)cc1)CC(=O)O2 (stereo not given) the results were H1N1 NS1A inhibition 17.0% and VEEV TC-83 Vero 0.2%.
`CCOC(=O)C1(Cc2cccc(F)c2)CCN(Cc2nc(CC)[nH]c2C)CC1` gave M. tuberculosis HTS -1.0%, M. tuberculosis 36.8%, PhoP GFP inhibition -2.9%, H1N1 NS1A inhibition 2.9% and VEEV TC-83 Vero 0.5%.
`O=C(NC1CCCCC1)c1ccc(-c2ccccc2F)o1` gave M. tuberculosis HTS inconclusive, M. tuberculosis 72.1%, H1N1 NS1A inhibition 2.4% and VEEV TC-83 Vero 3.3%.
Screening COC(=O)C1(c2ccccc2)NC(c2cccs2)C2C(=O)N(C)C(=O)C21 (stereo not given) returned M. tuberculosis HTS -5.0%, M. tuberculosis 2.0%, PhoP GFP inhibition -3.8%, H1N1 NS1A inhibition -0.7% and VEEV TC-83 Vero 7.0%.
For Cn1c(COc2ccccc2)nnc1SCC(=O)NCc1ccccc1 the results were M. tuberculosis HTS -9.0%, M. tuberculosis 4.2%, PhoP GFP inhibition 4.8%, H1N1 NS1A inhibition -11.2% and VEEV TC-83 Vero inactive.
Screening COc1ccc(N2CCN(C(=O)C(Cc3ccccc3)NC(=O)c3ccccc3)CC2)cc1 (stereo not given) returned H1N1 NS1A inhibition 2.0% and VEEV TC-83 Vero 6.3%.
For O=C(COc1ccccc1/C=C\c1nc(O)c([N+](=O)[O-])c(=O)[nH]1)Nc1ccccc1 the results were H1N1 NS1A inhibition 0.3% and VEEV TC-83 Vero inactive.
`CCCc1nc2oc3c(NCCN(C)C)ncnc3c2c2c1CCCC2` gave M. tuberculosis HTS 10.0%, M. tuberculosis 72.3%, PhoP GFP inhibition -0.1%, H1N1 NS1A inhibition -3.0% and VEEV TC-83 Vero 1.1%.
Cc1ccc(C(=O)NNC(=O)C2CCN(c3nc(C)cc(C)n3)CC2)cc1 was read as M. tuberculosis HTS -12.4%, M. tuberculosis -1.3%, PhoP GFP inhibition -8.0%, H1N1 NS1A inhibition 1.2% and VEEV TC-83 Vero 1.2%.
COc1ccc(Cl)cc1/C=C/c1ccc2cccc(O)c2n1 was read as M. tuberculosis HTS inconclusive, M. tuberculosis inconclusive, PhoP GFP inhibition -8.6%, H1N1 NS1A inhibition 17.5% and VEEV TC-83 Vero 1.0%.
COc1ccc(NC(=O)C2CCN(S(=O)(=O)c3c(C)noc3C)CC2)cc1OC was read as M. tuberculosis HTS 5.2%, M. tuberculosis -14.4%, PhoP GFP inhibition 0.7%, H1N1 NS1A inhibition 2.1% and VEEV TC-83 Vero 0.3%.
CCOC(=O)C1CCCCN1Cc1cccc(Oc2ccccc2)c1 (stereo not given) was read as M. tuberculosis HTS -1.2%, M. tuberculosis 32.9%, PhoP GFP inhibition -6.4%, H1N1 NS1A inhibition 2.5% and VEEV TC-83 Vero 3.7%.
Cc1cc(C)n(-c2nc3ccccc3[nH]c2=O)n1 was read as M. tuberculosis HTS 7.8%, M. tuberculosis -9.7%, PhoP GFP inhibition -9.8%, H1N1 NS1A inhibition -0.6% and VEEV TC-83 Vero 1.1%.
`O=[N+]([O-])c1cnccc1NC1CCCCC1` gave M. tuberculosis HTS -1.0%, M. tuberculosis 1.9%, PhoP GFP inhibition 1.9%, H1N1 NS1A inhibition 0.7% and VEEV TC-83 Vero 0.8%.
Screening O=C(O)c1ccc(NC(=O)N2C[C@H]3C[C@@H](C2)c2cccc(=O)n2C3)cc1 returned M. tuberculosis HTS -2.1%, M. tuberculosis -15.7%, PhoP GFP inhibition -7.4%, H1N1 NS1A inhibition -2.3% and VEEV TC-83 Vero inactive.
Screening Cc1cc(C(=O)NC(C)CCc2ccccc2)ccc1[N+](=O)[O-] (stereo not given) returned M. tuberculosis HTS 2.1%, M. tuberculosis 35.2%, PhoP GFP inhibition -4.7%, H1N1 NS1A inhibition -22.6% and VEEV TC-83 Vero inactive.
COc1ccccc1CCC(=O)N(CCC1=CCCCC1)c1c(N)n(Cc2ccccc2)c(=O)[nH]c1=O was read as M. tuberculosis HTS inconclusive, M. tuberculosis 50.5%, PhoP GFP inhibition -2.9%, H1N1 NS1A inhibition 1.3% and VEEV TC-83 Vero 7.5%.
Screening COc1ccccc1N1CCN(CCN2C(=O)C3CCCN3C2=O)CC1 (stereo not given) returned M. tuberculosis HTS 16.5%, M. tuberculosis 6.5%, PhoP GFP inhibition -3.4%, H1N1 NS1A inhibition -7.3% and VEEV TC-83 Vero 0.7%.
For Cc1cc(NS(=O)(=O)c2ccc(NC(=O)c3c(F)c(F)c(F)c(F)c3F)cc2)nc(C)n1 the results were M. tuberculosis HTS -13.6%, M. tuberculosis 5.0%, PhoP GFP inhibition -4.8%, H1N1 NS1A inhibition 16.9% and VEEV TC-83 Vero 7.8%.
For Cc1ccccc1NC(=NCCCN1CC1)Nc1ccccc1C the results were H1N1 NS1A inhibition 17.8% and VEEV TC-83 Vero 20.3µM*.
`COc1ccc(CC(=O)OCc2nnc(-c3ccccc3)o2)cc1` gave M. tuberculosis HTS 10.6%, M. tuberculosis 66.7%, PhoP GFP inhibition 4.2%, H1N1 NS1A inhibition -0.2% and VEEV TC-83 Vero 2.5%.
Screening O=C(Cn1cnc2c(NCc3ccccc3)ncnc21)NCC1CCCO1 (stereo not given) returned H1N1 NS1A inhibition 4.2% and VEEV TC-83 Vero 1.1%.
`O=C(NCc1ccco1)C(c1ccco1)N(CCc1ccccc1)C(=O)Cn1nnc2ccccc21` (stereo not given) gave M. tuberculosis HTS -8.1%, M. tuberculosis -3.9%, PhoP GFP inhibition -3.9%, H1N1 NS1A inhibition -5.2% and VEEV TC-83 Vero 9.4%.
Screening CCCS(=O)(=O)N1CCN(C(=O)COc2ccccc2)CC1 returned M. tuberculosis HTS 9.1%, M. tuberculosis -1.3%, PhoP GFP inhibition -6.8%, H1N1 NS1A inhibition -7.2% and VEEV TC-83 Vero inactive.
Screening CC(=O)Nc1ccc(S(=O)(=O)NCc2ccc(C(=O)NC(C)c3ccccc3)cc2)cc1 (stereo not given) returned M. tuberculosis HTS -17.0%, M. tuberculosis 19.6%, PhoP GFP inhibition -1.2%, H1N1 NS1A inhibition -2.8% and VEEV TC-83 Vero 0.6%.

Rows are unselected; about 1.4% have a hit in one of these screens.
